LAP4 TOR yeast: alters LAP4-GFP fluorescence in TOR pathway yeast screen | S. cerevisiae LAP4-GFP multiplex, flow cytometry GFP, 3 h; median GFP as percent of DMSO wells | GFP response vs DMSO, % at 10 µM | hit rate 0.34% among 320,000 | AID 2023;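 active = GFP response vs DMSO above a set limit, about the screen mean plus 3 SD, cut at about 150% in these data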
Yeast superoxide: lowers age-related superoxide in aged yeast cells; S. cerevisiae aged cells, superoxide DHE fluorescence; hits give low values; superoxide response (% of plate mean), % at 10 µM; hit rate 0.18% among 330,000;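 active = superoxide response under a set limit, about three screen SD below normal, cut at about 65% in these data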;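 note: yeast aged for seven days with compound at 30 °C before DHE staining; 100% = average MFI of all compound-treated wells on the plate with controls excluded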
RPL19A-GFP yeast: alters RPL19A-GFP fluorescence in TOR pathway yeast screen | AID 2025 | hit rate 0.3% among 330,000 | S. cerevisiae RPL19A-GFP strain, flow cytometry, 3 h; hits give low values | percent response vs DMSO, % at 10 µM;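 active = percent response vs DMSO below 50%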;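 note: median channel GFP fluorescence of the barcoded RPL19A-GFP strain; ratio of sample median GFP to plate DMSO average so 100% = DMSO; lower means less RPL19A-GFP as with rapamycin TOR inhibition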
MEP2-GFP yeast: yeast TOR pathway MEP2-GFP modulation | S. cerevisiae MEP2-GFP strain, flow cytometry GFP, 3 h; 100% = DMSO control level | GFP response vs DMSO, % at 10 µM | hit rate 0.51% among 330,000;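 active = GFP response versus DMSO above a set limit, roughly screen mean plus 3 SD, cut at about 180% in these data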;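 note: median GFP fluorescence of the barcode-gated MEP2-GFP cells per well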
CIT2 TOR yeast: yeast TOR pathway CIT2-GFP modulation; S. cerevisiae CIT2-GFP strain, flow cytometry, 3 h; 100 means same as DMSO wells; GFP response vs DMSO, % at 10 µM; hit rate 0.065% among 320,000; AID 2029;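 active = GFP response relative to DMSO above a set limit, near the screen mean plus 3 SD, cut at about 150% in these data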;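 note: ratio of well median GFP fluorescence to mean of DMSO wells on the plate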
AGP1 TOR yeast: modulators of TOR pathway AGP1-GFP in S. cerevisiae; S. cerevisiae AGP1-GFP multiplex flow cytometry, 3 h; GFP as percent of DMSO wells; GFP response vs DMSO, % at 10 µM; hit rate 0.02% among 320,000; AID 2066;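 active = GFP response relative to DMSO above a set limit, near screen average plus 3 SD, cut at about 150% in these data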;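 note: median GFP channel fluorescence of the gated AGP1 strain per well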
Efflux pump mplx: blocks antifungal efflux pumps in multiplex yeast assay | S. cerevisiae Candida pump triplex, Nile Red efflux | inhibition, % at 10 µM | hit rate 0.44% among 330,000 | AID 485275;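 active = plate passing quality check with inhibition over a set limit, or well fluorescence over plate mean plus 4 SD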;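 note: Nile Red retained in pooled yeast measured as flow cytometry median fluorescence; 0% = buffer negative control and 100% = Enniatin B positive control; higher means more Nile Red kept so more efflux inhibition; some compounds called inactive have numbers as strong as hits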
AHR act: human AHR activation | P35869 | AHR-responsive luciferase reporter cells, luminescence | activation, % at 5 µM | hit rate 2.5% among 320,000; in the data active = activation above about 47%;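 note: 0% = vehicle wells and 100% = reference agonist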
Target sequence (P35869 whole entry, looked up): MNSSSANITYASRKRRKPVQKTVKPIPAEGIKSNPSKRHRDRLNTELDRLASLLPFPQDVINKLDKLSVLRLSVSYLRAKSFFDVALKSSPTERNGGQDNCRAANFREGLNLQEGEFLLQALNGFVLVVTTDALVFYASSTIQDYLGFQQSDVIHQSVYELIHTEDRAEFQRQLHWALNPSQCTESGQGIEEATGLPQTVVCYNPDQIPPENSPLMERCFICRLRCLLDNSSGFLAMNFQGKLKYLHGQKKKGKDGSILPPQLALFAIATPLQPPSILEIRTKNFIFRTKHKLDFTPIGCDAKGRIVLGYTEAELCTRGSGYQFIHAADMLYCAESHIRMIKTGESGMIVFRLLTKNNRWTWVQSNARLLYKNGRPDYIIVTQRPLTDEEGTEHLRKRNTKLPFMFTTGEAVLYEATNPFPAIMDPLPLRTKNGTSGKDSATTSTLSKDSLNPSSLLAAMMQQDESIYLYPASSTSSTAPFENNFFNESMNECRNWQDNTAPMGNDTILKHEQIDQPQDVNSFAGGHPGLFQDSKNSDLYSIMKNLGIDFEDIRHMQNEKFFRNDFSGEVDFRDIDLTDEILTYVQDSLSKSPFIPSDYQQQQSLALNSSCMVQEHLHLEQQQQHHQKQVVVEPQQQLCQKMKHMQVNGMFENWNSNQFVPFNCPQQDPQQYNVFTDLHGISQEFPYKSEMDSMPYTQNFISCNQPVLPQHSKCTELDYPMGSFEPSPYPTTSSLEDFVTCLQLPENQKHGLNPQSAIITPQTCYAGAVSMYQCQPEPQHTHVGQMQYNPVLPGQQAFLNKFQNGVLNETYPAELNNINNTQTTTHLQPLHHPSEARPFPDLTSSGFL
Numbers without * were called inactive; nt = not tested or not shown.

SMILES | LAP4 TOR yeast | Yeast superoxide | RPL19A-GFP yeast | MEP2-GFP yeast | CIT2 TOR yeast | AGP1 TOR yeast | Efflux pump mplx | AHR act
CCCC1=C(C(=O)OCC)C(c2ccc(F)cc2)n2ncnc2N1 (configuration not stated) | 95 | 103 | 95 | 99 | 96 | 97 | 0.0 | -4
Cc1ccc(S(=O)(=O)N(CC(=O)N2CCN(c3ccc(F)cc3)CC2)C2CCCCC2)cc1 | 83 | 98 | 110 | 105 | 101 | 115 | 0.0 | -4
COc1ccccc1-c1sc2cc3c(cc2c1-c1ccc(O)cc1)OCO3 | 102 | 89 | 94 | 93 | 89 | 95 | -0.2 | 24
CCCC(=O)N(CCN1CCOCC1)c1nc2c(C)ccc(C)c2s1 | 81 | 95 | 86 | 87 | 95 | 78 | -0.1 | 16
CC1Cc2ccccc2N1C(=O)CSc1nnc2n1C(C)(C)Cc1ccccc1-2 (configuration not stated) | 96 | 101 | 100 | 100 | 96 | 101 | -0.1 | -5
COc1ccc(NC(=O)CSc2nc3[nH]c(=O)cc(O)c3s2)c(OC)c1 | 92 | 89 | 97 | 94 | 99 | 96 | 0.0 | -1
COc1ccc(-c2cc(C(F)(F)F)nc(SCC(=O)Nc3ccc4c(c3)OCO4)n2)cc1OC | 93 | 92 | 106 | 76 | 105 | 103 | 1.7 | 41
CC1CN(C(=O)c2cccc(Oc3ccccc3)c2)CC(C)O1 (configuration not stated) | 115 | 106 | 112 | 117 | 109 | 106 | 0.6 | -1
O=C(CNC(=S)N(CCCN1CCOCC1)Cc1cccs1)NCc1ccccc1Cl | 105 | 84 | 97 | 101 | 110 | 108 | -0.1 | 2
CCNC(=O)N(C)C[C@H]1N[C@@](C)(C(=O)OC)[C@H]2C(=O)N(C)C(=O)[C@@H]12 | 88 | 122 | 91 | 83 | 89 | 88 | 0.2 | 1
CCn1cc(CN2CCC(C(=O)Nc3cccc(-c4cccc(OC)c4)c3)CC2)cn1 | 71 | 95 | 97 | 86 | 102 | 98 | -0.2 | -2
COc1cccc(CNC(=O)CCC2CCCN(c3cc(C)nc(N(C)C)n3)C2)c1 (configuration not stated) | 97 | 96 | 94 | 95 | 88 | 96 | 0.4 | 2
CCOc1ccc(NC(=S)NC23CC4CC(CC(C4)C2)C3)cc1 | 103 | 101 | 104 | 106 | 109 | 109 | -0.2 | 3
O=S1(=O)CCOCCCN1Cc1ccccc1 | 126 | 95 | 95 | 93 | 68 | 78 | -0.1 | 0
c1ccc(CSc2nnc(Cc3ccccc3)o2)cc1 | 102 | 103 | 102 | 96 | 88 | 98 | 0.6 | 4
NC(=S)N/N=C/c1coc2ccc(F)cc2c1=O | 101 | 114 | 98 | 92 | 105 | 109 | 0.1 | 0
N#Cc1c(-c2ccccc2)nc(SCC(=O)Nc2ccc(OC(F)(F)Cl)cc2)[nH]c1=O | 98 | 79 | 105 | 100 | 98 | 108 | 0.0 | -1
Cc1cccc(N2CCN(C(=S)c3ccccc3)CC2)c1 | 91 | 94 | 100 | 100 | 90 | 86 | -0.1 | 0
O=C(N/N=C\c1ccc(Cl)s1)c1cccs1 | 107 | 116 | 101 | 102 | 96 | 87 | -0.2 | 5
CC(=O)Oc1ccccc1C(=O)Nc1ncc([N+](=O)[O-])s1 | 95 | 128 | 104 | 97 | 101 | 94 | -0.1 | 7
S=c1oc(-c2ccncc2)nn1CCc1ccncc1 | 91 | 102 | 102 | 100 | nt | 108 | 0.0 | 7
Cc1ccc(-c2cc3cccc[n+]3cc2-c2ccc(C)cc2)cc1 | 90 | 104 | 103 | 103 | 102 | 98 | 0.1 | -8
COc1ccccc1CC1(C)NC(=O)N(CC(=O)Nc2cc(C)on2)C1=O (configuration not stated) | 97 | 95 | 91 | 108 | 99 | 100 | -0.1 | 2
COc1ccc(NC(=S)N/N=C2\CC(C)(C)Oc3ccc(O)cc32)cc1 | 92 | 119 | 98 | 97 | 99 | 98 | -0.1 | 26
Cc1cc(NS(=O)(=O)c2ccc(NC(=O)c3ccco3)cc2)nc(C)n1 | 102 | 79 | 106 | 104 | nt | 108 | -0.2 | 0
Cc1ccc(S(=O)(=O)N2CCCCC2)cc1NC(=O)C1=NN(c2ccccc2)C(=O)CC1 | 108 | 82 | 105 | 107 | 105 | 111 | 0.1 | 2
O=C(CCS(=O)(=O)c1ccc(Br)s1)NCc1ccccc1 | 98 | 99 | 97 | 117 | 97 | 100 | -0.1 | 5
CC(=O)c1sc(-c2ccccn2)nc1C | 112 | 119 | 99 | 99 | 95 | 97 | -0.1 | 1
CSc1cccc(NC(=O)N2CCc3ccc(NC(=O)c4ccccn4)cc3C2)c1 | 107 | 106 | 98 | 104 | 97 | 97 | 0.3 | 23
CCCn1c(N)c(N(CCOC)C(=O)c2ccc(N3CCCC3=O)cc2)c(=O)[nH]c1=O | 108 | 95 | 101 | 102 | 100 | 106 | -0.1 | 2

Reformatted with two lines to a compound: part of the list above
Order of values – LAP4 TOR yeast	Yeast superoxide	RPL19A-GFP yeast	MEP2-GFP yeast	CIT2 TOR yeast	AGP1 TOR yeast	Efflux pump mplx	AHR act
O=C(N/N=C\c1ccc(Cl)s1)c1cccs1
→ 107	116	101	102	96	87	-0.2	5
CC(=O)Oc1ccccc1C(=O)Nc1ncc([N+](=O)[O-])s1
→ 95	128	104	97	101	94	-0.1	7
S=c1oc(-c2ccncc2)nn1CCc1ccncc1
→ 91	102	102	100	nt	108	0.0	7
Cc1ccc(-c2cc3cccc[n+]3cc2-c2ccc(C)cc2)cc1
→ 90	104	103	103	102	98	0.1	-8
COc1ccccc1CC1(C)NC(=O)N(CC(=O)Nc2cc(C)on2)C1=O (configuration not stated)
→ 97	95	91	108	99	100	-0.1	2
COc1ccc(NC(=S)N/N=C2\CC(C)(C)Oc3ccc(O)cc32)cc1
→ 92	119	98	97	99	98	-0.1	26
Cc1cc(NS(=O)(=O)c2ccc(NC(=O)c3ccco3)cc2)nc(C)n1
→ 102	79	106	104	nt	108	-0.2	0
Cc1ccc(S(=O)(=O)N2CCCCC2)cc1NC(=O)C1=NN(c2ccccc2)C(=O)CC1
→ 108	82	105	107	105	111	0.1	2
O=C(CCS(=O)(=O)c1ccc(Br)s1)NCc1ccccc1
→ 98	99	97	117	97	100	-0.1	5
CC(=O)c1sc(-c2ccccn2)nc1C
→ 112	119	99	99	95	97	-0.1	1

Continued:
SMILES | LAP4 TOR yeast | Yeast superoxide | RPL19A-GFP yeast | MEP2-GFP yeast | CIT2 TOR yeast | AGP1 TOR yeast | Efflux pump mplx | AHR act
CCc1nn(-c2ccccc2)c(N)c1-c1ccc(OC)c(OC)c1 | 109 | 111 | 111 | 110 | 108 | 116 | -0.2 | 7
Cc1cccc(C)c1NC(=O)CN(C)CC(=O)N1CC(=O)Nc2ccccc21 | 100 | 74 | 100 | 103 | 108 | 107 | -0.2 | 1
COc1ccc(CC(=O)OCC(=O)N2CCCC(C)C2)cc1 (configuration not stated) | 101 | 96 | 113 | 115 | 104 | 110 | 0.1 | 1
COc1ccc(CNC(=O)c2nn(-c3ccccc3)cc2OC)cc1 | 89 | 99 | 92 | 93 | 84 | 89 | 0.0 | 6
Cc1nnc(SCCn2c(N3CCC(C)CC3)nc3c2c(=O)n(C)c(=O)n3C)s1 | 110 | 116 | 109 | 106 | 115 | 112 | 0.2 | 1
CCCn1nnc(NC(=O)c2cccc(OCc3ccccc3)c2)n1 | 108 | 103 | 100 | 106 | 93 | 97 | 0.1 | 21
CN(Cc1ccccc1)C(=O)c1ncn(C)c1C(=O)N(C)Cc1ccccc1 | 103 | 101 | 95 | 103 | 101 | 104 | -0.2 | 0
COc1ccc(C(=O)NCc2nnc(SCC(=O)Nc3nc4ccc(C)cc4s3)o2)cc1OC | 86 | 110 | 95 | 103 | 88 | 91 | 0.3 | -5
COc1ccc(C(=O)C2CCCN(C(=O)c3cccs3)C2)cc1F (configuration not stated) | 167* | 95 | 87 | 86 | 72 | 81 | 0.0 | 0
O=c1[nH]c(COc2ccc(Cl)cc2Br)nc2ccccc12 | 103 | 100 | 96 | 101 | 97 | 93 | 0.1 | 27
O=C(O)c1c(Cl)c(Cl)c(Cl)c(Cl)c1C(=O)N1CCCC1 | 106 | 93 | 102 | 102 | 105 | 104 | -0.1 | 1
CCc1cccc2c(C(=O)CN3C(=O)NC4(CCc5ccccc54)C3=O)c[nH]c12 (configuration not stated) | 118 | 117 | 99 | 100 | 91 | 105 | -0.1 | 13
CCCCCCCCNC(=O)c1cnsn1 | 99 | 95 | 104 | 102 | 96 | 100 | 0.0 | 0
Cc1nn(CCN)c(C)c1Cl | 102 | 111 | 94 | 91 | 97 | 92 | 0.0 | 0
CCOC(=O)c1c(C)[nH]c(C(=O)OCc2ccccc2F)c1C | 110 | 96 | 105 | 106 | 99 | 102 | 0.1 | 13
Cc1ccc(OCC(=O)N/N=C/c2ccc([N+](=O)[O-])o2)cc1 | 96 | 179 | 94 | 95 | 90 | 90 | -0.6 | 1
O=S(=O)(c1cccc(-c2nc3ccccc3s2)c1)N1CCCC1 | 85 | 125 | nt | 104 | 107 | 103 | -0.4 | 5
Cc1nc(C)c(C(=O)N(c2ccc(F)cc2)C(C(=O)NCC2CCCO2)c2ccccc2)s1 (configuration not stated) | 98 | 84 | 101 | 101 | 104 | 97 | 0.0 | 33
CCCCCCSc1ccc(-c2nc3ccc(C)cn3c2NCc2ccccc2)cc1 | 115 | 105 | 105 | 97 | 88 | 90 | 0.0 | 0
Cc1ccc(C)c(S(=O)(=O)N2CCN(C(=O)c3cccn3C)CC2)c1 | 110 | 118 | 97 | 100 | 86 | 102 | 0.1 | 3
CS(=O)(=O)N(CC(=O)N1CCN(c2cccc(Cl)c2)CC1)C1CCCCC1 | nt | 104 | 94 | 119 | 86 | 92 | 0.1 | -1
Cc1ccccc1OCCn1cc(C(=O)O)c2ccccc21 | 113 | 148 | 95 | 100 | 90 | 100 | -0.1 | 1
O=C(CSc1cccc(C(F)(F)F)c1)N1CCN(S(=O)(=O)c2ccccc2)CC1 | 99 | 95 | 96 | 97 | 97 | 100 | 0.0 | -1
Cc1onc(-c2ccccc2Cl)c1C(=O)N1CCCC1 | 106 | 101 | 102 | 102 | 106 | 108 | -0.1 | -4
O=C(CN1CCC(O)(c2ccc3c(c2)OCO3)CC1)N1CCOCC1 | 109 | 106 | 104 | 113 | 107 | 111 | -0.1 | 2
Cc1ccc(C(=O)Nc2nc(C)c(C(=O)N(C)C)s2)o1 | 79 | 99 | 96 | 91 | 90 | 82 | 0.1 | 12
COc1ccc(S(=O)(=O)N2CCN(C(=O)Cc3cccs3)CC2)cc1 | 96 | 114 | 103 | 109 | 106 | 101 | -0.1 | -2
Cc1nccn1CCC(=O)Nc1ccc(Cl)cc1 | 118 | 87 | 102 | 104 | 114 | 113 | 0.1 | 1
O=C(/C=C/c1cccc([N+](=O)[O-])c1)N1CCOCC1 | 89 | 106 | 100 | 100 | 97 | 96 | -2.9 | 1

Screens from PubChem BioAssay.
